Pf Dd2 growth: Plasmodium falciparum Dd2 growth inhibition. P. falciparum Dd2 growth, SYBR Green, 72 h. Potency, µM (series often up to 28.9 µM), for the others: top-dose activity, negative = inhibition, actives largely listed as inhibitors. 120,000 tested, 4.3% active. AID 1347417; active = well fitted inhibition curve with a large enough effect; inconclusive = small, poorly fitted or top-dose-only effect; inactive = no such curve, though single readings can be large or run the other way;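 also: plate controls were DMSO vehicle for no effect and reference drug for full effect; nearly all actives have a fitted effect of over 65% in size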
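Readout: SYBR Green fluorescence, 485 nm excitation, 535 nm emission, after ~16 h lysis at 37C. Before that, Dd2-infected red cells (2.5% hematocrit) grew 72 h with compound, 29 uM top final concentration.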
* = called active by the depositor; i = inactive; ? = inconclusive; & = joins results of further samples; [ ] = dose if it differs, or a comment. Potency is read from the fitted curve at half-maximal effect. Some of the compounds tested; the hit share may differ from the screen's.

SMILES	Pf Dd2 growth
O=C(Cn1nc2c(cc1=O)CCCCC2)NC1CCN(Cc2ccc(F)cc2)CC1	?
Cc1c(-c2ccc(Br)cc2)c(=O)oc2ccc(OC(=O)N3CCOCC3)cc12	i
COc1ccc(-c2c(C)nn3c4c(cnc23)C(=O)CC(c2ccccc2)C4)cc1 (configuration not stated)	30%[activator]
Cc1cc(C)cc(-n2c(SCC(=O)NCc3ccco3)nc3c([nH]c4ccccc43)c2=O)c1	?
CCc1ccc(CN2C[C@@H]3C(=O)N(CCN4CCc5ccccc5C4)C(=O)[C@@H]3C2)cc1	?
COc1ccc(CN2CCCCCNC(=O)CC2c2ccccc2)cc1Cn1ccnc1 (configuration not stated)	2µM*
CCCc1nnc(NC(=O)CSc2nnc3c4ccccc4n(CC)c3n2)s1	-22%
CCc1ccc(NCc2cc3ccc(OC)cc3n(CC(=O)Nc3cccc(Cl)c3C)c2=O)cc1	9%
O=C(Cn1nc2c(cc1=O)CCCC2)NCCN1CCOCC1	0%
Cc1ccc(C)c(N2CCN(C(=O)Cn3cnc4sc(C)c(S(=O)(=O)N5CCN(c6ncccn6)CC5)c4c3=O)CC2)c1	-30%
CN1C(=O)Cc2ccccc2C1C(=O)NCc1ccccc1 (configuration not stated)	-5%
CC(C)N1CCN(C(=O)C2N(C(C)C)C(=O)C23CCCC3)CC1 (configuration not stated)	?
COC(=O)c1cc(NC(=O)c2cc3c(-c4ccccc4F)nn(C)c3s2)cc(C(=O)OC)c1	-28%
COCc1nc(C2CCCN(C(=O)Nc3cc(C)cc(C)c3)C2)no1 (configuration not stated)	-4%
CCCN(Cc1nccn1C)C(=O)c1cn(Cc2ccc(F)cc2)nn1	6%
O=C(NC1CCCC1)c1cnn(-c2ccc(F)cc2F)c1C1CCNCC1	?
OC1CCOC2(CCN(Cc3cccc4[nH]ccc34)CC2)C1 (configuration not stated)	?
COc1ccc2c(c1)c(CN1CCC3(CC1)CC(C(=O)N1CCOCC1)N(C)C3)cn2C (configuration not stated)	?
CCN1c2cc(C(N)=O)ccc2C(=O)N2CCCCC21 (configuration not stated)	i
O=C(CCn1c2c(c3ccccc31)CCCC2)N1CCc2nc3cc[nH]n3c(=O)c2C1	-18%[5.79 µM]
Cc1ccc(S(=O)(=O)c2nnn3c2nc(NC(C)c2ccccc2)c2sccc23)cc1 (configuration not stated)	10µM*
CCN(CC)CCCNC(=O)c1ccc2c(c1)NC(=O)C(CS(=O)(=O)Cc1ccc(F)cc1Cl)N2 (configuration not stated)	-29%
Cc1nc(-c2ccccc2)n(Cc2nc(-c3ccccc3)oc2C)c(=O)c1CCO	-16%
CC(C)CCNC(=O)CSc1nc2ccccc2nc1Cc1ccccc1	91%[activator]
COc1ccccc1-n1nc(CC(N)=O)nc1Cn1cc(Cl)c(C)n1	16%

(listing goes on)
SMILES	Pf Dd2 growth
CCNC(=O)N1CCCC(Cc2nc(C3CCOCC3)no2)C1 (configuration not stated)	55%
CCCNC(=O)Cn1nc(-c2ccc(F)cc2)c2cnc3ccc(F)cc3c21	55%[activator]
CCOc1cc(C(=O)N2CCn3c4c(c5cc(C)ccc53)CCCC42)cc(OCC)c1OCC (configuration not stated)	?
COc1ccccc1NC(=O)C1=C(C)Nc2nc(SCc3ccccc3Cl)nn2C1c1cccnc1 (configuration not stated)	-22%
CN1C(=O)c2cccn2CC1CNC(=O)c1cn[nH]c1-c1ccc(F)cc1 (configuration not stated)	19%
Cc1ccc(NC(=O)Nc2nnc(N3CCCCC3)s2)c(C)c1	i
Cn1cccc1C(=O)N1CCCCCNC(=O)[C@H]2C[C@H](C(=O)N3CCc4ccccc4C3)C[C@H]21	?
Cc1coc2c1c(C)cc1oc(=O)cc(C)c12	57%[activator][5.79 µM]
CS(=O)(=O)N1CCOc2ccc(CCC(=O)NCCc3cccnc3)cc2C1	-3%
CN(Cc1ccccc1)C(=O)CCS(=O)(=O)c1ccc2c(c1)oc(=O)n2C	66%[activator]
CC(C)CC(=O)N1[C@@H]2CC[C@H]1CC(NC(=O)c1ccc(F)cc1)C2 (some centres not stated)	-18%
COc1ccc(C(=O)N[C@@H]2CN(c3ccncn3)C[C@H]2CO)cc1	16%
CCOc1ccc(CN(C(=O)c2cc(=O)c3cc(C)cc(C)c3o2)C2CCS(=O)(=O)C2)cc1 (configuration not stated)	?
COc1cccc(CN2Cc3nc(-c4cncnc4)ccc3OCC2=O)c1	i
CC(C)C(=O)N1CCCCCCNC(=O)[C@@H]2C[C@@H](C(=O)N3CCN(c4ccccn4)CC3)C[C@@H]21	-21%
COc1ccccc1-c1cc(NCc2ccncc2)c2onc(C)c2n1	i
CCCOCCCNC(=O)c1c(C)noc1-c1ccc2c(c1)OCO2	9%
Cc1ccc(-c2cc3c(=O)n(CCNC(=O)Cc4cccc(F)c4)ccn3n2)cc1C	?
O=C(CCCCn1c(=O)c2ccccc2n(Cc2ccccc2Cl)c1=O)NCCc1ccccc1	1%
COCc1nc(C2CC(N)C2)cc(N2CCC(c3[nH]ncc3C)CC2)n1 (configuration not stated)	-21%&0%
Cc1cccc(-n2nc(-c3c(C)nc4scc(CC(=O)N5CCCCC5)n4c3=O)cc2C)c1C	?
CCCc1nc(SC)ncc1C(=O)N1CCN(c2ccc(Cl)cc2)CC1	11%
CCN(CC)c1ccc(NC(=O)c2cnn(-c3ccccc3)c2-n2cccc2)c(C)c1	?
CCOc1ccc(-n2cc(-c3ccccc3)c3c(NCCc4ccccc4)ncnc32)cc1	?
Cc1cc(C)c(NC(=O)CSc2nc3nc(C)cc(C)n3n2)c(C)c1	20%

The list goes on.
SMILES	Pf Dd2 growth
NCC1(N2CCCC2)CCCCC1	10%[76.6 µM]
Cc1cccc(N(CC(=O)NCCc2ccccc2)S(=O)(=O)c2ccccc2)c1C	-1%
O=C1OCC2(CCN(Cc3ccc4c(c3)CCO4)C2)N1Cc1ccccc1 (configuration not stated)	?
CN(C)C(=O)c1cccnc1OC1CCN(C(=O)CC2CCCCC2)C1 (configuration not stated)	?
O=C(c1ccn[nH]1)N1CCN(Cc2cn3ccccc3n2)CC(O)C1 (configuration not stated)	-10%
O=C(COc1ccccc1)NC[C@H]1O[C@H](Cc2cc(-c3ccccc3)on2)CC[C@@H]1O	i
O=C(CN1CCCN(Cc2ccccc2Cl)S1(=O)=O)Nc1ccc2c(c1)OCCO2	5%
COc1ccc(C(=O)N[C@@H]2CN(C(=O)Nc3ccccc3)CCC[C@H]2O)cc1	i
CCC(=O)N1CCc2c(C(=O)NCCOC)cccc21	-10%
O=C(NC[C@H]1Cn2c(-c3ccc4c(c3)OCCO4)cnc2CO1)Nc1ccccc1	?
O=C(Nc1ccccc1F)N1CC2CCC(C1)N2Cc1cccc(Cl)c1	9%
CCCCc1ccc(-n2cc(CN3CCN(C(C)=O)CC(O)C3)cn2)cc1 (configuration not stated)	7%
COc1ccc(-c2cc3ccc(O)c(CN4CCC(C)CC4)c3oc2=O)cc1OC	2.5µM*
O=C(Nc1cccc(Cl)c1)[C@@H]1C[C@H](c2ccc(F)cc2)N([S+](=O)([O-])C2CC2)C1	?
CC1(COc2cccnc2)COc2ccc(C(=O)NCCc3ccccc3)cc2N1 (configuration not stated)	?
COc1cc2c(cc1OCC1CC1)NC(=O)C21CCN(c2ncc(C(C)C)cn2)CC1	i
COc1ccccc1CNC(=O)c1ccc2c(c1)nc(C)n2-c1cccc(C)c1	?
Cc1ccc(-c2nc(C(=O)N3CCN(c4ccc(C)cc4C)CC3)no2)cc1	32%
CCOc1ccc2c(n1)CCN(C(=O)CCC1CCCC1)C2	?
O=C([C@@H]1C[C@H](Oc2ccccc2)CN1C(=O)c1cnccn1)N1CCOCC1	-21%
COCCN1Cc2ccc(Nc3cccnc3)nc2C(C)(C(=O)Nc2cccc(F)c2)C1 (configuration not stated)	8.9µM*
CCOc1ccc(NC(=O)Cn2cc(C(=O)c3ccc(C)cc3)c(=O)c3cc4c(cc32)OCCO4)cc1	13%
COc1ccc([C@@H]2CN(C(=O)Cc3nonc3C)[C@@H]3C4CCN(CC4)[C@@H]32)cc1	?
COCCOCc1nc(C2CCCN2)no1 (configuration not stated)	-14%
CC(C)n1ccnc1CN1CCC(CNC(=O)C(C)(C)C)CC1	-21%

A second format for part of the listing above.
| canonical_smiles | Pf Dd2 growth |
| --- | --- |
| CN(C)C(=O)c1cccnc1OC1CCN(C(=O)CC2CCCCC2)C1 (configuration not stated) | ? |
| CC(C)n1ccnc1CN1CCC(CNC(=O)C(C)(C)C)CC1 | -21% |
| COc1ccc([C@@H]2CN(C(=O)Cc3nonc3C)[C@@H]3C4CCN(CC4)[C@@H]32)cc1 | ? |
| O=C(CN1CCCN(Cc2ccccc2Cl)S1(=O)=O)Nc1ccc2c(c1)OCCO2 | 5% |
| O=C(Nc1ccccc1F)N1CC2CCC(C1)N2Cc1cccc(Cl)c1 | 9% |

The main list resumes; the 3 compounds before the break are reprinted first.
SMILES	Pf Dd2 growth
COc1ccc([C@@H]2CN(C(=O)Cc3nonc3C)[C@@H]3C4CCN(CC4)[C@@H]32)cc1	?
COCCOCc1nc(C2CCCN2)no1 (configuration not stated)	-14%
CC(C)n1ccnc1CN1CCC(CNC(=O)C(C)(C)C)CC1	-21%
COc1ccccc1N(CC(=O)Nc1ccccc1C(F)(F)F)S(=O)(=O)c1ccc(C)cc1	-10%
CC(C)(C)NC(=O)c1oc2ccccc2c1NC(=O)c1ccc(F)cc1	?
CCCN1CCN(C(=O)C2CCc3ncc(-c4ccc(F)cc4)n3C2)CC1 (configuration not stated)	i
COc1ccc(OC2CN(Cc3cccn3C)C2)cc1	?
O=[S+]1([O-])NCC2(CCN(CC3CCCCC3)CC2)Nc2ccccc21	?
CCOC(=O)c1noc2ncn(CC(=O)Nc3cc(Cl)ccc3OC)c(=O)c12	25%
COCCCNC(=O)CCCN1C(=O)COc2ccc(C(=O)COc3ccc(OC)cc3)cc21	-6%
COc1ccc(NC(=O)c2oc3ccccc3c2NC(=O)c2cc(=O)c3ccccc3o2)cc1	46%[activator]
Cn1cc(S(=O)(=O)N2CCCCCC2)cc1C(=O)NCc1ccc(Cl)cc1	?
CCCSc1ncc(Cl)c(C(=O)Nc2nc3ccc(C)cc3s2)n1	8%
CCOC(=O)c1cc(C)n(CC2CCC(C(=O)Nc3cccc(Cl)c3)CC2)c1C (configuration not stated)	?
O=S(=O)(Cc1ccccc1)N1CCC(OC2CCN(Cc3ccccc3)CC2)CC1	?
CCOC(=O)CC1CCCCN1S(=O)(=O)Cc1ccccc1F (configuration not stated)	4%
COc1ccc(C2(C(=O)N3CCCC(Cn4c(C)nc5cccnc54)C3)CCCCC2)cc1 (configuration not stated)	?
Cc1noc(C)c1Cc1ccc(C(=O)N2CCc3c(nc4cc(-c5ccccc5)[nH]n4c3=O)C2)o1	27%[5.79 µM]
Cn1cc(C(=O)NCc2ccccc2)c(=O)c2cc(S(=O)(=O)N3CCOCC3)ccc21	i
CNC(=O)[C@H]1C[C@H](Oc2ccccc2)CN1C(=O)c1ccc2ccccc2n1	-22%
COc1cc(NC(=O)C2CCN(S(=O)(=O)c3ccc4c(c3)CCCC(=O)N4)CC2)cc(OC)c1	6%
Cc1ccc(N2C(=O)CSC23C(=O)Nc2ccccc23)cc1F (configuration not stated)	-5%
CN1C(C(=O)Nc2ccc(F)cc2F)=CC(c2ccc3c(c2)OCO3)=NS1(=O)=O	91%[activator][0.594 µM]
Cc1cc(C)cc(-c2[nH]nc3ncc(-c4ccsc4)nc23)c1	-2%[44.1 µM]
COc1ccc(OCc2ccc(-c3nc(C#N)c(NC(C)c4ccccc4)o3)o2)cc1 (configuration not stated)	-9%
CC(=O)N1CCC(C(=O)N2CCCC2c2nc(CCOCC3CCCC3)no2)CC1 (configuration not stated)	29%
COc1cccc([S+](=O)([O-])N2CCC3(C2)C(=NC2CCCC2)NC(=O)N3c2cccnc2)c1 (configuration not stated)	2%&2%
CC(C)C12CN3CC(C(C)C)(CN(C1)C3c1ccc(Cl)cc1)C2=O (configuration not stated)	-13%

Continuation:
SMILES	Pf Dd2 growth
COc1cccc(-c2noc(CC3CCN(C(=O)c4cccc(F)c4)CC3)n2)c1	?
Cc1noc(C)c1CC(=O)N1CCC2(CC1)CC(OCC1CC1)CCO2 (configuration not stated)	113%[activator]
CCS(=O)(=O)N(C1CC1)C1CCOC2(CCN(C(=O)CCCc3ccccc3)CC2)C1 (configuration not stated)	i
Cc1noc(C)c1-c1ncc2c(n1)OCCN(Cc1ccccc1)C2=O	i
CN1CCC(NC(=O)c2cccnc2OC2CCNCC2)CC1	-1%
COc1ccc(CN2CCCC23Cc2ccccc2N([S+](C)(=O)[O-])C3)cc1 (configuration not stated)	?
COc1ccc(C(=O)N2CCC(n3cc(-c4nc(-c5ccccc5)no4)nn3)C2)cc1F (configuration not stated)	?
CC(=O)c1ccc(NC(=O)O[C@@H]2CO[C@H]3[C@@H]2OC[C@@H]3NC(=S)NC2CCCCC2)cc1	-13%
Cc1ccc(CN2CCCN(Cc3ccncc3)C(c3ccccc3)CC(=O)NCC2)s1 (configuration not stated)	1µM*
O=c1c2nc(Nc3cccnc3)ccc2ncn1-c1ccccc1	-23%[44.1 µM]
COCCNC(=O)C[C@@H]1O[C@H](CNCc2ccc(F)cc2)[C@@H](O)[C@H]1O	17%[44.1 µM]

Part of the list above in order of heavy-atom count, smallest number first:
SMILES	Pf Dd2 growth
COc1cc2c(cc1OCC1CC1)NC(=O)C21CCN(c2ncc(C(C)C)cn2)CC1	i
Cc1cc(C)cc(-n2c(SCC(=O)NCc3ccco3)nc3c([nH]c4ccccc43)c2=O)c1	?
COc1cc(NC(=O)C2CCN(S(=O)(=O)c3ccc4c(c3)CCCC(=O)N4)CC2)cc(OC)c1	6%
